From PubChem BioAssay
NR2E3 ag-1: human photoreceptor-specific nuclear receptor agonism. Q9Y5X4. AID 602229. CHO-S Gal4-NCOR/VP16-NR2E3 two-hybrid, luciferase. inhibition of corepressor binding, % at 3.98 µM. actives 0.35% (n = 360,000);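 active means inhibition above the mean of all tested compounds plus 3 SD, cut at about 70% in these data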;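 further: 0% = DMSO with NR2E3 transfected cells and 100% = cells lacking NR2E3 construct; higher means lower luciferase signal from less NR2E3 corepressor binding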
Target sequence (Q9Y5X4 whole entry, looked up, the tested form may be a part): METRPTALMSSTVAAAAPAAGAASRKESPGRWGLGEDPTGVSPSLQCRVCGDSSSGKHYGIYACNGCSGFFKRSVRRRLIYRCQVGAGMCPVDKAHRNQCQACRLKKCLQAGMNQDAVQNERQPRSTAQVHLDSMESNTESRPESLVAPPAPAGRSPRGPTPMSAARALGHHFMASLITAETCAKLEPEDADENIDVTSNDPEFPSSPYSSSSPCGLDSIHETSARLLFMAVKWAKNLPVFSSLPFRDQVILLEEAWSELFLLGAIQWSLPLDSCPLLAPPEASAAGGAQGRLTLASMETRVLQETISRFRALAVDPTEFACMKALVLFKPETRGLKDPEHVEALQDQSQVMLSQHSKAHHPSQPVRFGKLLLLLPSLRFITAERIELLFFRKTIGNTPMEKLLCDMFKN
MITF TRPM1 inh: reduces MITF-dependent TRPM1 promoter luciferase signal | SK-MEL-5 TRPM1 promoter luciferase, 24 h | inhibition, % at 12.5 µM | actives 0.83% (n = 330,000);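 active means mean inhibition across replicates of 60% or more, whatever share of single replicates reaches that level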; further: values of inactives mirror those of a sister screen read the other way
Shn3 3UTR inh: reduces Shn3 3'UTR luciferase signal in osteoblasts. inhibition, % at 12.5 µM. actives 0.52% (n = 360,000). Clone20 osteoblast Shn3 3'UTR firefly luciferase, 24 h;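 active means mean inhibition of at least 75% with every replicate also reaching 75%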;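 further: 0% = median of neutral control wells and 100% = pilot-screen positive control compound; some compounds past the cut are filed as inactive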
CF NFkB block: cystic fibrosis NF-kB activation inhibition. KKLEB NF-kB-GFP reporter, PAF-induced, GFP fluorescence overnight. inhibition, % at 5 µM. actives 0.86% (n = 360,000);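 active means at least 50% inhibition at 5 µM, scaled per plate between neutral and stimulator controls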;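 further: PAF is a Pseudomonas aeruginosa culture filtrate used as stimulus; plate controls were PAF-stimulated DMSO wells for no effect and unstimulated DMSO wells for full effect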
HIF-2a block: inhibitors of HIF-2a; 786-0 RCC cells HIF-2a reporter, luciferase luminescence, overnight; inhibition, % at 18.8 µM; actives 0.72% (n = 360,000); AID 624352;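 active means inhibition of the luminescence signal of 40% or more relative to plate controls, in a single-dose primary screen at 18.75 µM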
KKLEB cytotox: reduces viability of KKLEB cystic fibrosis airway cells | KKLEB CF airway cells viability, ATPlite luminescence, overnight; stronger effect = lower value; cells stimulated with P. aeruginosa culture filtrate | activity change (cytotoxicity), % at 5 µM | actives 0.36% (n = 360,000);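 active means corrected activity change at or below -50% at 5 µM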
aDG glyco act: increases alpha dystroglycan glycosylation. Pro5-aDG cells, alpha-DG glycosylation AlphaScreen (IIH6); 0% Pro5, 100% B10-LARGE cell signal. actives 0.22% (n = 360,000). activation, % at 10 µM. AID 624168;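 active means activation of at least 8% versus controls, or a plate z-score of at least 8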;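 further: Pro5 are CHO cells carrying HIG-tagged alpha-DG that lacks glycosylation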
TWEAK Fn14 block: TWEAK-Fn14 signaling inhibition. TWEAK-stimulated Fn14 reporter cells, luciferase luminescence, 8 h. inhibition, % at 10 µM. actives 2% (n = 360,000); in the data active means inhibition above about 50%
NR2E3 ag-2: activates human photoreceptor nuclear receptor NR2E3; GST-NR2E3/biotin-RetCOR TR-FRET, 1536-well; inhibition of corepressor binding, % at 4.78 µM; actives 0.12% (n = 320,000); AID 2300;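 active means percent inhibition above the cutoff of mean plus 3 SD of all tested compounds, set per screening campaign, cut at about 20% in these data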;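 further: 0% = DMSO wells and 100% = biotin wells as full block of FRET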
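Material: NR2E3–RetCOR corepressor complex / Incubation: Compound–protein incubation for 5 h at 4 °C / Dosing: compound at 4.8 µM, single dose / Detection: time-resolved FRET / Benchmarks: high control biotin, low control 0.6% DMSO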
iPSC survival up: increases survival of single human iPS cells; survival enhancement, % at 20 µM; actives 0.044% (n = 360,000); hiPSC single-cell survival, ATPlite luminescence; 100% = ROCK inhibitor wells, 0% = DMSO; in the data active means survival enhancement above about 18%;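 further: cells exposed to compounds for 16 hours before the ATP read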
Peg3 promoter: Peg3 promoter activity inhibition. HeLa PEG-Prom luciferase reporter, luminescence, overnight. inhibition, % at 20 µM. actives 1.7% (n = 360,000);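 active means inhibition of at least 50% at 20 µM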
An asterisk follows results filed as active; / = not tested or not shown; & = joins results of further samples.

entry	smiles	NR2E3 ag-1	MITF TRPM1 inh	Shn3 3UTR inh	CF NFkB block	HIF-2a block	KKLEB cytotox	aDG glyco act	TWEAK Fn14 block	NR2E3 ag-2	iPSC survival up	Peg3 promoter
1	CCOC(=O)[C@H]1[C@H]2COc3ccc(Cl)cc3[C@@H]2N2C(=O)c3cc(F)c(F)cc3NC(=O)[C@@]12C	-41	1	-15	28	6	-20	0.0	-4	-1	1.4	11
2	O=c1cc(CO)occ1OCc1ccccc1	-6	2	-6	-24	-11	8	-0.1	-2	1	1.4	6
3	CC(C)Oc1ccc(CCC(=O)NNC(=S)NCc2ccccc2)cc1	-1	-9	20	-4	14	-2	-0.1	-3	4	2.7	7
4	CCN1CCN(c2ccc(S(=O)(=O)N3CCOCC3)cc2NC(=O)CCSC)CC1	-11	3	-11	17	10	-12	-0.2	11	3	0.6	7
5	Oc1c(C=C2N=c3ccccc3=N2)sc(=S)n1-c1ccc(F)cc1	-1&-21	-8&-11	36&54	-4&-36	-6&-12	2&2	0.1&-0.2	1&20	-2&0	-1.4&-2.1	3&-2
6	S=C(NCCc1ccccc1)N1CCOCC1	-36	-9	-11	-4	-72	0	-0.1	-22	2	0.5	-81
7	C=CCNC(=O)C1CC=CCC1C(=O)O (stereo not drawn)	-11	1	-15	3	5	4	-0.1	-7	0	1.3	-3
8	COc1cc2c(cc1OC)CN(C(=O)COc1ccccc1C#N)CC2	-23	-13	6	17	-64	-22	-0.1	-13	/	-0.5	-45
9	Clc1ccc(-c2cn3c(n2)SCC3)cc1	-152	-76	-98	22	-278	-6	0.6	-24	2	-0.5	-301
10	CON(C)S(=O)(=O)c1cccc(C(=O)Oc2ccc(N(C)S(=O)(=O)c3ccccc3)cc2)c1	-8	-9	-1	3	-10	8	0.0	4	4	0.1	13
11	COC(=O)/C=C\C(=O)Nc1cccc([N+](=O)[O-])c1	1	35	18	92*	-18	-64*	-0.4	4	-2	-1.5	106*
12	O=C(C1CC(=O)N(C2CCCC2)C1)N1CCC(Cc2ccccc2)CC1 (stereo not drawn)	14	10	2	-6	2	5	0.0	9	4	1.3	13
13	CCCCc1c(-c2cccc(Cl)c2)ncn1CCc1ccccc1OC	-25	/	/	/	-54	/	0.8	9	/	0.2	/
14	COc1ccc(C2Nc3ccccc3NC3=C2C(=O)CC(C)(C)C3)c(OC)c1OC (stereo not drawn)	-1	-7	-2	-5	13	16	0.0	18	-1	0.4	1
15	Cn1c(/C(C#N)=C(\O)c2ccc(Cl)s2)nc2ccccc21	-57	-18	-86	-28	-98	1	0.6	3	0	0.3	-179
16	Cn1c(=O)c(-c2ccccc2)nc2ccccc21	-34	-3	-27	-5	-74	13	0.1	4	0	-1.3	-36
17	CCCCn1c(=O)[nH]c(=O)c2c1nc(-c1ccc(-c3ccccc3Br)o1)n2CC	3	-7	-8	7	12	-10	-0.2	-5	3	-0.5	-3
18	COc1ccc(CCC(=O)NNC(=O)Nc2cccc(Cl)c2)cc1	-15	8	10	-6	11	-4	-0.2	-8	/	-0.4	11
19	O=C(CCl)NCCCCCCCCCNC(=O)CCl	-17	26	-2	-2	17	-11	0.3	18	-3	-2.2	0
20	CCOC(=O)C1CCCN(S(=O)(=O)c2ccc(OC)c3ccccc23)C1 (stereo not drawn)	-33	14	28	-2	10	-36	0.3	9	0	-1.7	22
21	Cc1nc(NCc2ccco2)c2c3c(sc2n1)CCC3	-83	-27	-45	-34	-45	-15	1.0	-100	4	-0.5	5
22	Cc1cccc(-n2ncc3c(=O)[nH]c(SCC(=O)N4CC(=O)Nc5ccccc54)nc32)c1	-9	0	-12	-21	14	12	0.2	8	6	-2.8	6
23	O=C(Nc1cc(=O)c2ccccc2o1)N1CCOCC1	-2	8	-11	-3	11	3	-0.4	10	1	3.7	19
24	Brc1ccc(OCc2nnc(SCC3CCCCC3)o2)cc1	-14	-5	8	1	6	4	-0.1	0	3	-1.2	9
25	COc1ccccc1CNC(=O)c1ccccc1NC(=O)C1=C(C)OCCS1	-20	4	4	-5	-4	9	2.1	12	4	0.3	20
26	CCCN1C2=NCCN2c2cc(C)c(C)cc21	-22	11	-6	8	8	1	0.4	-17	3	-0.8	3
27	CCCCn1c(N)c(N(CCC(C)C)C(=O)COC(=O)c2ccc3ccccc3c2)c(=O)[nH]c1=O	29	4	17	32	5	-30	0.2	8	/	0.0	30
28	Cc1c(=O)n(OCc2ccc(Cl)cc2)c2ccccc2[n+]1[O-]	-8	17	1	5	5	0	-0.2	1	2	-1.1	14
29	COc1ccccc1-c1cccc([C@@H]2C[C@H]3[C@H](CON3C)CN2C(=O)C(C)(C)C)c1	4	-1	2	19	0	2	-0.2	0	/	1.9	1
30	O=C(COC(=O)C1CCN(S(=O)(=O)c2cc([N+](=O)[O-])ccc2Cl)CC1)Nc1ncc(Cl)cc1Cl	0	10	17	2	6	12	0.0	10	0	3.6	19
31	Cc1sccc1/C=N/NC(=O)c1cccc2ccccc12	-36	-26	-13	-6	-63	1	0.0	-1	-1	0.8	-12
32	Cc1ccc(NC(=S)NNC(=O)c2c([N+](=O)[O-])c(C)nn2C)cc1	32	8	-19	-17	-25	18	0.2	-1	6	-2.0	-5
33	Nn1cnnc1SC1CCCCC1NS(=O)(=O)c1ccccc1 (stereo not drawn)	17	1	-4	-11	9	2	-0.2	-26	2	-2.2	2
34	Cc1ccc(OCCCC(=O)N(C)CC(=O)Nc2ccccc2Cl)cc1	-27	-8	7	-2	6	-22	0.1	0	2	-0.3	8
35	Cn1c(-c2ccccc2)cc(=O)cc1-c1ccccc1	-9	/	-4	7	4	-5	-0.1	6	/	3.9	1
36	Cc1ccc(S(=O)(=O)N2CC(O)CC2C(=O)O)cc1 (stereo not drawn)	-42	5	14	8	10	2	-0.1	9	2	-0.4	11
37	C=C(C)C(=O)Nc1cccc(C2=NOC3(C2)C[C@H](C(N)=O)N(C(=O)COc2ccc(Cl)cc2)C3)c1 (stereo partly drawn)	0	13	-4	-28	12	0	-0.4	-14	-72	0.4	12
38	COc1cccc(-c2cn(C[C@H]3CC[C@@H]([C@@H]4CC[C@H](Cn5cc(-c6cccc(OC)c6)nn5)O4)O3)nn2)c1	-21	-2	22	-12	4	-1	0.0	-6	1	0.7	-5
39	CNc1cncc(-c2ccccc2NC(C)=O)n1	5	/	9	-10	12	-4	-0.2	22	/	-1.2	-2
40	CCC(=O)N1CCc2cc(S(=O)(=O)NCCC(=O)N3CCN(Cc4ccccc4)CC3)ccc21	-7	-4	9	-8	5	-1	0.5	7	2	0.4	15
41	Cc1cccc(Cn2c(C(C)O)nc3ccccc32)c1 (stereo not drawn)	2	5	-11	-7	28	0	0.2	-13	2	4.5	8
42	COc1ccc2cc(OCC(=O)NNC(=O)Nc3ccc(F)cc3)ccc2c1	-3	-3	-8	-19	-17	0	0.1	4	3	-0.4	-21
43	CCOC(=O)C1=CCN(S(=O)(=O)c2ccccc2Cl)C1c1cccc(Br)c1 (stereo not drawn)	-22	/	-9	15	14	-20	-0.2	21	/	-1.8	36
44	CCn1c(-c2cc(-c3ccc(OC(C)C)cc3)nc3ccccc23)n[nH]c1=S	-93	-55	-122	13	-204	-39	1.5	-23	1	-5.4	-194
45	Cc1nnc(SCC(=O)Nc2ccc3c(c2)OCO3)n(N)c1=O	-10	12	4	-1	6	7	-0.5	19	5	-0.1	-6
46	Nc1ncc2c(n1)-c1cc(Cl)ccc1SC2	18	-1	0	-3	21	-3	0.4	36	9	-0.1	-5
47	COc1cc2ncnc(NCc3ccccc3)c2cc1OC	-8	6	9	14	17	-2	0.4	-6	0	-2.3	17
48	CCN1C(=O)[C@H]2[C@@H](c3ccc(SC4CCCCC4)c(OC)c3)N3CCCC[C@@]3(C(=O)OC)[C@H]2C1=O	-18	5	11	9	19	0	0.1	13	1	-4.1	29
49	Cc1ccc(CNC(=O)c2ccc(Cn3nc(C)cc3C)o2)cc1	1	15	1	20	13	-7	-0.1	-17	3	-0.1	0
50	S=c1nc(-c2ccccc2)[nH]c2ccc(Br)cc12	-1	12	-50	5	-22	7	0.2	-43	11	-0.2	-35
51	Cc1noc(/C=C/N(C)C)c1S(=O)(=O)N1CCN(c2ccccc2)CC1	14	/	-10	21	5	4	-0.2	15	1	-3.3	17
52	C(=C\c1ccc2ccccc2n1)/c1ccccc1	-128	58	43	-26	-3	-43	-0.1	74*	-6	-0.7	-4
53	CC1(C(=O)NS(=O)(=O)c2cccc(Cl)c2)CCN1C(=O)C1(c2ccc(Cl)cc2)CCC1 (stereo not drawn)	-8	/	-1	-1	-6	14	-0.1	2	/	1.7	3
